Pin1 inhibitor – qHTS Assay to Find Inhibitors of Pin1 | AID 504891, 2011 | Peptidyl-prolyl cis-trans isomerase NIMA-interacting 1 (Homo sapiens), Q13526 | Potency, µM (titrated, usually from 115 µM), for the others: top-dose activity, negative = inhibition, actives largely listed as inhibitors | Pin1 FP peptide displacement, HiFluor488, 10 min | 390,000 compounds, 0.009% hits; active = well fitted inhibition curve with a large enough effect in the polarisation, with a control signal flat, not every such curve was filed as active; inconclusive = small, poorly fitted or top-dose-only effect, or effect the other way, or a change in a side signal; inactive = no such curve, though single readings can be large or run the other way; the % refers to the polarisation; note: potency is the fitted concentration of half-maximal effect; % is set by controls: 0 for no effect and ±100 for the full control effect
Target sequence (Q13526 whole entry, looked up): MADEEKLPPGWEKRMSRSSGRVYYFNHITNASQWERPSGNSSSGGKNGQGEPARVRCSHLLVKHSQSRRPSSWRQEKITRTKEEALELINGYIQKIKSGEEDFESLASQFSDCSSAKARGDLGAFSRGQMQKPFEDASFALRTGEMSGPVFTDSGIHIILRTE
TRHR agonist – qHTS for Small Molecule Agonists and Allosteric Enhancers of Human TRH Receptor: Primary Screen for Agonists. activation, % at 2 µM. Thyrotropin-releasing hormone receptor (Homo sapiens), P34981. 360,000 compounds, 0.18% hits. TRHR cells, calcium flux fluo-8, FDSS agonist mode. AID 493084, 2011; in the data active = activation above about 30%; note: 0% is about no effect
Target sequence (P34981 whole entry, looked up): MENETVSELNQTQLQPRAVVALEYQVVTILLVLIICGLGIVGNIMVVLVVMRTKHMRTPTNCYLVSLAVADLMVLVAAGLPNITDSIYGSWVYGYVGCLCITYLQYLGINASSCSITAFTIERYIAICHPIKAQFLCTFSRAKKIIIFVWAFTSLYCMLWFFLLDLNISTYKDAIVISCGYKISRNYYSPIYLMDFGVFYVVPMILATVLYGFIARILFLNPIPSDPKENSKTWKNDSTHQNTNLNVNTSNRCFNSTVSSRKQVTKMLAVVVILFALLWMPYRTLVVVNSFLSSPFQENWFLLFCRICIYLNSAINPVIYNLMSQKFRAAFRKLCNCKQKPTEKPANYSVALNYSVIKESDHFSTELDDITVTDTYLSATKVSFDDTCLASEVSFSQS
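Steps: seed TRHR cells overnight; add fluo-8 no-wash Ca dye, RT 30 min–1.5 h; record 10 s baseline; pin-transfer compounds; monitor fluorescence 1 cycle/s for the agonist window. Calcium increases flag candidate agonists.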
D2 ag – HTS Assay for Allosteric Agonists of the Human D2 Dopamine Receptor: Primary Screen for Agonists; HEK293 T-REx D2 cells, calcium flux agonist mode; activation, % at 2 µM; D(2) dopamine receptor (Homo sapiens), P14416; AID 485358, 2010; 340,000 compounds, 0.53% hits;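 active = activation over 3 SD above normal in the single-dose calcium agonist read, cut at about 30% in these data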; note: 0% is about no effect
Target sequence (P14416 whole entry, looked up): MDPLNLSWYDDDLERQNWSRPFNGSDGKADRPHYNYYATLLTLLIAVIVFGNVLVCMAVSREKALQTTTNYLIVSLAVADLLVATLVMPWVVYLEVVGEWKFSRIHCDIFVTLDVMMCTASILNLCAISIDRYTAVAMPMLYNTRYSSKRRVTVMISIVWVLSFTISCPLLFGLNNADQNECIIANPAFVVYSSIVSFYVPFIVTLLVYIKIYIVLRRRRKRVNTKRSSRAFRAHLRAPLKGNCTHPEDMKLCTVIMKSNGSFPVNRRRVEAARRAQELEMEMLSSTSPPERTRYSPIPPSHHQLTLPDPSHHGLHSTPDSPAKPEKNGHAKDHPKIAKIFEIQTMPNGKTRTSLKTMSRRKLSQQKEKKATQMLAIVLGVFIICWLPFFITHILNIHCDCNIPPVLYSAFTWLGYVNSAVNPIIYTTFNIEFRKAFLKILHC
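HEK293 Trex D2 cells, tetracycline-induced, o/n 30 C 5% CO2; no-wash Ca dye, RT 30–90 min; 10-cycle baseline, 23 nl cpd added, kinetic Ca read 180 s; agonist hits = positive Ca response.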
USP1-UAF1 inh – Inhibitors of USP1/UAF1: Primary Screen; Ubiquitin carboxyl-terminal hydrolase 1 (Homo sapiens), O94782; recombinant USP1/UAF1, Ub-Rhodamine cleavage fluorescence; Potency, µM (top dose mostly 57.1 µM), without a hit: at the highest dose activity change, negative = inhibition, hits mostly inhibitors; 390,000 compounds, 0.23% hits; note: potency is the fitted concentration of half-maximal effect; % is set by controls: 0 for no effect and ±100 for the full control effect; nearly all actives have a fitted effect of over 60% in size; inactives centre near -12
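USP1/UAF1 complex at 1 nM was preincubated with compound for 15 min at room temperature, then Ub-Rho substrate (150nM final) was added. Fluorescence (480/540 nm) was read kinetically, 6 reads every 60 seconds.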
IDH1 R132H inh – qHTS for Inhibitors of mutant isocitrate dehydrogenase 1 (IDH1): qHTS | Potency, µM (doses to about 76.6 µM), inactives show top-dose activity change, negative = inhibition, most hits filed as inhibitors | IDH1-R132H enzyme, NADPH consumption, diaphorase/resazurin fluorescence | 390,000 compounds, 0.093% hits | AID 602179, 2012; note: potency is the fitted concentration of half-maximal effect; % is set by controls: 0 for no effect and ±100 for the full control effect; nearly all actives have a fitted effect of over 65% in size
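IDH1-R132H (0.5 ug/mL dispensed) in pH 7.5 Tris buffer was preincubated 30 min with compound, then given a substrate mix of 0.016 mM NADPH and 2 mM alpha-KG for 80 min at room temperature; remaining NADPH was read by diaphorase/resazurin fluorescence.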
D2 antagonist – HTS Assay for Allosteric Antagonists of the Human D2 Dopamine Receptor: Primary Screen for Antagonists; 340,000 compounds, 2% hits; inhibition, % at 10 µM; HEK293 TREx D2 cells, calcium flux, dopamine EC80; D(2) dopamine receptor (Homo sapiens), P14416; in the data active = inhibition above about 30%; note: 0% is about no effect
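Tetracycline-induced HEK293 TREx cells expressing D2 receptor forced-coupled to calcium signalling, loaded with no-wash calcium dye. Compounds added and calcium flux read 180 s, then dopamine added at EC80 and read a further 180 s.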
TRHR PAM – qHTS for Small Molecule Agonists and Allosteric Enhancers of Human TRH Receptor: Primary Screen for Enhancers; TRHR cells, fluo-8 calcium fluorescence, EC20 TRH enhancement; enhancement, % at 2 µM; 360,000 compounds, 0.66% hits; AID 493056, 2011; in the data active = enhancement above about 30%; note: 0% is about no effect
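Enhancer read-out: after compound pinning and an initial kinetic agonist-mode read, an EC20 of TRH (10 nM final) was injected and fluo-8 calcium signal (Ex 480/Em 530) followed at 1 s/cycle for 100 cycles in TRHR-expressing cells.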
rTrxR1 inhibitor – qHTS Assay for Inhibitors of Mammalian Selenoprotein Thioredoxin Reductase 1 (TrxR1): qHTS. Thioredoxin reductase 1, cytoplasmic (Rattus norvegicus), O89049. recombinant rTrxR1, NADPH fluorescence consumption, selenite substrate. Potency, µM (doses to about 114 µM), for inactives: top-dose activity change, negative = inhibition, most hits filed as inhibitors. 390,000 compounds, 1% hits. AID 588453, 2011; note: potency is the fitted concentration of half-maximal effect; % is set by controls: 0 for no effect and ±100 for the full control effect; nearly all actives have a fitted effect of over 65% in size
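Rat TrxR1 (90 nM in the dispensed reagent) was pre-reduced with 400 uM NADPH for 5 min at room temperature, then incubated with compound for 15 min. After 400 uM selenite was added, NADPH fluorescence (Ex 340/Em 450 nm) was followed for 8 min.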
TrxR1 substrate – qHTS Assay for Substrates of Mammalian Selenoprotein Thioredoxin Reductase 1 (TrxR1): qHTS | AID 588456, 2011 | Thioredoxin reductase 1, cytoplasmic (Rattus norvegicus), O89049 | 390,000 compounds, 0.01% hits | purified TrxR1 substrate turnover, NADPH consumption readout | Potency, µM (titrated, usually from 114 µM), without a hit: at the highest dose activity change, negative = substrate turnover; note: potency is the fitted concentration of half-maximal effect; % is set by controls: 0 for no effect and ±100 for the full control effect; nearly all actives have a fitted effect of over 50% in size
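Rat TrxR1, dispensed at 90 nM, was prereduced with 400 uM NADPH (final) for 5 min at ~22 deg C, then incubated with compound 15 min before 400 uM selenite. A first-read NADPH fluorescence drop versus no-compound background flagged substrates.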
* = called active by the depositor; ? = inconclusive; . = no result given; & = joins results of further samples; [ ] = another dose, or the depositor's remark. Unless noted, calls come from the whole dose curve; as a rule, active = well fitted inhibition curve with a large enough effect; inconclusive = small, poorly fitted or top-dose-only effect; inactive = no such curve, though single readings can be large or run the other way. Only part of the results is shown; count on the stated rates, not on these rows.

smiles,Pin1 inhibitor,TRHR agonist,D2 ag,USP1-UAF1 inh,IDH1 R132H inh,D2 antagonist,TRHR PAM,rTrxR1 inhibitor,TrxR1 substrate
O=S(=O)(Nc1ccc(S(=O)(=O)Nc2nccs2)cc1)c1ccc2c(c1)OCCO2,-2%,0.3,-0.1,-22%,4%,-2,6,-4%,-10%
Cc1ccc(-n2ccnc2SCC(=O)N(CC(C)C)C2CCS(=O)(=O)C2)c(C)c1 (stereo not given),?,0.7,0.4,-13%,7%,1,-1,-18%,-14%
COc1ccc(OC)c(S(=O)(=O)N2CCN(Cc3ccccc3)CC2)c1,-1%,0.0,-1.3,-21%,12%,-14,31*,14%,0%
COc1ccc(-c2[nH]ncc2[C@@H]2C[C@H]3CN(Cc4ccccc4C)C(=O)[C@]34CCCN24)cc1,10%,3.5,3.2,-23%,2%,-6,9,21%,1%
O=C(NCCc1ccccc1)c1ccc2c(c1)N(Cc1ccccc1Cl)C(=O)c1ccccc1S2,30%,0.6,0.0,-7%,0%,.,8,27%[57.1 µM],4%[57.1 µM]
Cc1cc(C)c(S(C)(=O)=O)c(S(=O)c2ccc(Cl)cc2)n1 (stereo not given),0%,0.5,0.5,-15%,7%,-2,-1,-2%,2%
O=S(=O)(N/N=C/c1ccc(N2CCOCC2)cc1)c1ccccc1,42%[activator],0.1,-2.3,-14%,1%,11,4,6%[57.1 µM],6%[57.1 µM]
O=C(N/N=C/c1c[nH]c2ccc(Br)cc12)C1CC1,-4%,1.5,1.4,-12%,-1%,11,-6,4%,-2%
O=C(c1cc2cc([N+](=O)[O-])ccc2oc1=O)N1CCOCC1,6%,0.3,0.1,-19%,5%,-1,-7,0%[57.1 µM],-4%[57.1 µM]
CCCCc1nc2cc(C(=O)N3CCCC3)ccc2o1,0%,-0.7,1.5,-9%,-3%,-12,-3,3%,-2%
CCC(C(=O)n1cccc1C#N)c1ccccc1C (stereo not given),2%,0.2,0.9,-9%,-1%,-9,0,12%,-3%
COCCN(C(=O)c1oc2ccccc2c1COC)c1c(N)n(CC(C)C)c(=O)[nH]c1=O,?,0.1,-0.5,-8%,0%,-33,6,-7%,-15%
CCn1c(CNc2ccc(F)cc2)nnc1SCC(=O)Nc1ccc(OC)cc1,-9%,-0.4,0.2,-22%,-1%,-10,3,7%,1%
Cc1ccc(S(=O)(=O)N(C)C)cc1NC(=S)N1CCCCC1CO (stereo not given),-2%,0.3,0.0,-17%,0%,39*,2,0%,10%
COc1ccc(CN2CCCC(C(=O)N3CCCC3)C2)cc1 (stereo not given),-5%,1.2,0.6,-10%,-3%,0,-3,-7%,-5%
CSc1nc2ccccc2c(=O)n1N,?,-0.2,-0.3,-6%,0%,-16,1,2%,7%
CCOC(=O)CCCNC(=O)CCNC(=O)c1ccc(OCC)cc1,-1%,0.0,1.2,-11%,-3%,-3,3,5%[57.1 µM],5%[57.1 µM]
O=C(N/N=C/c1ccncc1)c1ccc(NC(=O)c2cccc(Cl)c2)cc1,-17%,0.1,0.5,?,9%,0,1,16%[57.1 µM],4%[57.1 µM]
Cc1ccc2oc(-c3cccc(NC(=O)c4cccc5c(Cl)cccc45)c3)nc2c1,6%,0.5,-0.7,-4%,13%,.,-1,2%,5%[11.4 µM]
COc1cc(/C=N/NC(=O)CCn2c3ccccc3c3ccccc32)cc(OC)c1OC,?,0.3,2.3,1%,-8%,-7,-6,1%,0%
Cc1nc2sccn2c(=O)c1S(=O)(=O)NCc1ccccc1,5%&4%,0.4&0.4,-0.1&1.3,-18%&-3%,6%&-1%,-7,-2&4,3%[57.1 µM],5%[57.1 µM]
Cc1ccc2nc(-c3cccc(Br)c3)cc(C(=O)NCC3CCCO3)c2c1 (stereo not given),11%,-0.2,-0.2,-3%,-2%,-16,-3,12%,2%
Cc1occc1C(=O)Nc1sc2c(c1C(N)=O)CCC(C(C)(C)C)C2 (stereo not given),1%,0.2,-0.3,-2%,-6%,-1,-1,-3%,27%
C#CCOCCOCCOCCNc1nc(N2CCN(C(=O)[C@H]([C@@H](C)CC)n3cc(CCCCN)nn3)CC2)nc(N2CCN(C(=O)[C@H](CCCCN)n3cc(CC(C)O)nn3)CC2)n1 (stereo not given in full),-3%,0.1,0.2,-5%,-6%,7,0,4%,4%
CC(C)C1C(=O)NC(=S)N1S(=O)(=O)c1ccc(C(C)(C)C)cc1 (stereo not given),-7%,-0.7,0.7,-1%,-2%,8,2,-11%[57.1 µM],-7%
COc1cc(C(=O)O)ccc1OCC(=O)N1CCOCC1,0%,-2.7,-0.4,-2%,-2%,6,19,11%,-1%
CCOC(=O)c1ccc(NC(=O)N2CCN(c3cccc(OC)c3)CC2)cc1,6%,0.0,0.2,-19%,3%,10,3,33%[57.1 µM],-7%[57.1 µM]
Cc1nn(CC(=O)NNC(=O)c2ccccc2F)c([N+](=O)[O-])c1Br,-4%,0.5,-0.7,-22%,-9%,18,-3,-3%,-4%
CS(=O)(=O)N1CCC2(CC1)OCCN2S(=O)(=O)c1ccccc1,-5%,0.2,0.1,-8%,-6%,-9,-5,5%,0%
CC1(C)Cc2c(cnn2-c2cccc(F)c2)C(NC(=O)CSc2ccccn2)C1 (stereo not given),4%,1.4,-0.1,-19%,2%,-2,5,22%,2%
CSc1nc(N)c(C(=O)NC2CCCCC2)s1,4%,-1.3,-0.5,-17%,-7%,28,-5,-1%[2.29 µM],-15%
CCOC(=O)C1C(=O)CC(C)(O)C(C(=O)OCC)C1c1ccc([N+](=O)[O-])cc1 (stereo not given),5%,0.4,0.5,3%,3%,4,-2,29%,1%
COc1cc2ccccc2cc1C(=O)NC(=S)Nc1cccc(C(=O)O)c1,?,-1.6,-2.4,-25%,1%,5,7,-2%[57.1 µM],2%[57.1 µM]
CCC(C(=O)NCc1ccccn1)n1c2ccccc2c2nc(=O)cc(C)n21 (stereo not given),-2%,-0.4,0.2,-13%,8%,8,4,14%,14%
O=C(Nc1ccccc1C(F)(F)F)c1noc2c1CCCCC2,-1%,2.6,.,-15%,5%,.,5,-6%,-10%
CN(Cc1ccc(F)cc1)C(=O)C(c1ccccc1)c1ccccc1,7%,-1.1,-2.1,-16%,10%,-16,3,2%,0%
CSc1cccc(CN2CCCC(CNC(=O)c3ccc(F)cc3)C2)c1 (stereo not given),-4%,-1.0,1.0,-17%,-14%,-16,-7,17%,4%
Cc1cc(CCNC=O)c(C)c2c1oc1ccccc12,21%,.,.,-5%,-1%,.,.,-5%[11.4 µM],5%[57.1 µM]
CCOC(=O)C1=C(CN2CCN(C(=O)c3ccco3)CC2)NC(=O)NC1c1ccc(OC(C)C)cc1 (stereo not given),1%,0.0,-0.3,-13%,0%,11,2,10%,-5%
O=C(NCc1ccccc1)C(=O)Nc1c2c(nn1-c1ccccc1)CSC2,1%,0.2,0.5,?,0%,.,-1,-9%[57.1 µM],3%[57.1 µM]

Grouped by structure: the compounds so far containing a COOH group.
smiles,Pin1 inhibitor,TRHR agonist,D2 ag,USP1-UAF1 inh,IDH1 R132H inh,D2 antagonist,TRHR PAM,rTrxR1 inhibitor,TrxR1 substrate
COc1cc(C(=O)O)ccc1OCC(=O)N1CCOCC1,0%,-2.7,-0.4,-2%,-2%,6,19,11%,-1%
COc1cc2ccccc2cc1C(=O)NC(=S)Nc1cccc(C(=O)O)c1,?,-1.6,-2.4,-25%,1%,5,7,-2%[57.1 µM],2%[57.1 µM]

Grouped by structure: the compounds so far with an NH in an aromatic ring (3)
smiles,Pin1 inhibitor,TRHR agonist,D2 ag,USP1-UAF1 inh,IDH1 R132H inh,D2 antagonist,TRHR PAM,rTrxR1 inhibitor,TrxR1 substrate
COc1ccc(-c2[nH]ncc2[C@@H]2C[C@H]3CN(Cc4ccccc4C)C(=O)[C@]34CCCN24)cc1,10%,3.5,3.2,-23%,2%,-6,9,21%,1%
O=C(N/N=C/c1c[nH]c2ccc(Br)cc12)C1CC1,-4%,1.5,1.4,-12%,-1%,11,-6,4%,-2%
COCCN(C(=O)c1oc2ccccc2c1COC)c1c(N)n(CC(C)C)c(=O)[nH]c1=O,?,0.1,-0.5,-8%,0%,-33,6,-7%,-15%

Screening data from PubChem BioAssay.
